Screening results: PubChem BioAssay, The Scripps Research Institute Molecular Screening Center
phage Ecoli inh: E. coli growth loss with phage present | AID 651602 | 360,000 compounds, 0.26% hits | growth absorbance | inhibition, % at 11.9 µM; in the data active means inhibition above about 11%
* marks the source's active call; other numbers are inactive results.

SMILES | phage Ecoli inh
CC(=O)C1=CCC(c2cccc3ccccc23)N(S(=O)(=O)c2ccc(C)cc2)C1 (centres undefined) | -0.6
COc1ccc(C(=O)C(=O)N2CCN(C(=O)c3cc(C(F)(F)F)cc(C(F)(F)F)c3)CC2)cc1OC | -2.1
CCCCNC(=O)C1(C)CCN1C(=O)c1cc(OC)ccc1Br (centres undefined) | 1.8
CCOC(=O)C1CCCN(C(=O)c2ccc(OC)c(OC)c2)CC1 (centres undefined) | 3.7
O=S1(=O)CC(N2CC=CC2)CN1Cc1cn(Cc2cccc(C(F)(F)F)c2)nn1 (centres undefined) | 0.7
COC(=O)c1c(N)[nH]c(C(=O)c2ccccc2)c1-c1ccc(Cl)cc1 | 3.1
CC(C)C[C@H]1CN([C@@H](Cc2ccccc2)CN2CCC[C@@H]2CN2C(=O)C(=O)NC[C@@H]2Cc2ccc(O)cc2)C(=O)C(=O)N1CC1CCCCC1 | 0.6
CCOC(=O)C1(C)CCCN(C(=O)c2ccc(OC(F)F)cc2)C1 (centres undefined) | 4.1
COc1cccc(NC(=O)C2(C)CCN2C(=O)Cc2ccc(C(C)C)cc2)c1 (centres undefined) | -0.3
COc1cccc(C2=Cc3ccc(F)cc3C(CC(C)=O)N2c2ccc(-c3cc(OC)c(OC)c(OC)c3)cc2)c1 (centres undefined) | 1.6
Cc1ccc(C)c(NCCCCCCCC(=O)O)c1 | 0.9
c1ccc(CNc2nc(NCC3CC3)nc3cc(-c4ccccc4)sc23)cc1 | 3.8
OC(c1ccc(F)cc1)c1nc(-c2ccncc2)cs1 (centres undefined) | 2.3
Cc1ccc(C(O)c2ncc(-c3ccc(C(F)(F)F)cc3)[nH]2)cc1F (centres undefined) | 3.5
O=C(NCc1ccccc1Cl)[C@H]1CCCN1C(=O)[C@H]1CCCN1C(=O)c1ccc(Cl)cc1 | 3.3
COCc1[nH]nc2c1C(c1ccc3c(c1)OCO3)N(c1ccc(OC)cc1)C2=O (centres undefined) | 1.0
CC(C)C[C@H]1CN([C@@H](Cc2ccc(O)cc2)CN2CCC[C@H]2CN2C(=O)C(=O)NC[C@@H]2Cc2ccccc2)C(=O)C(=O)N1CCc1ccccc1 | 3.4
CCn1nccc1NC(=O)c1csc([C@H]2C[C@H](O)[C@@H](CO)O2)n1 | 2.3
CC1(C(=O)NS(=O)(=O)c2cccc(OC(F)F)c2)CCN1C(=O)CCc1cccs1 (centres undefined) | 2.2
CN(C)C(=O)C[C@H]1C[C@@H]2c3cc(NC(=O)NC4CCCC4)ccc3O[C@@H]2[C@@H](CO)O1 | 0.4
Cc1ccc(C)c(CC(=O)N2CCCCC2c2cc(C(=O)Nc3ccc(F)c(Cl)c3)no2)c1 (centres undefined) | 0.8
O=S1(=O)CC(N2CCN(CCO)CC2)CN1Cc1cn(Cc2ccc(F)cc2)nn1 (centres undefined) | 3.3
COc1cc(CCN(C(=O)c2cc3ccccc3[nH]2)C(C)c2nc3ccccc3[nH]2)cc(OC)c1 (centres undefined) | 2.9
C[C@H](O)[C@@H]1C(=O)N2CCc3c([nH]c4c(-c5ccccc5)cccc34)[C@@H]2C[C@@H]1N(C)C(=O)c1ccccc1F | -0.5
Cc1noc(C)c1-c1ccc(C(=O)NCc2ccncc2)c2occc12 | 0.8
COC(=O)C1=C(C)N(Cc2ccccc2C(F)(F)F)C(=NCc2ccc(C(F)(F)F)cc2)NC1c1ccc(Cl)cc1 (centres undefined) | 8.9
OC(c1ccc(F)cc1)c1nc(-c2ccoc2)cs1 (centres undefined) | 0.3
COc1cccc(-c2cnc(C(O)c3cccc(CN4CCCCC4)c3)[nH]2)c1 (centres undefined) | 2.5
CSc1ncc(Cl)c(C(=O)Nc2sc3c(c2C(=O)NCc2ccco2)CCCC3)n1 | 1.2
COC(=O)C1=C(C)N(Cc2ccc(Cl)cc2)C(=S)NC1c1ccc(Br)cc1 (centres undefined) | 3.0
Cc1oc(-c2ccc(Cl)cc2)cc1C(=O)N1CCC1(C)C(=O)O (centres undefined) | 2.3
O=C(NC1CCCC1)[C@@H]1CCCN1C(=O)[C@@H](NS(=O)(=O)c1ccc(F)cc1F)C1CCCCC1 | 0.9
Cc1cccc(S(=O)(=O)NC(=O)C2(C)CCN2C(=O)c2ccc(C3CCCCC3)cc2)c1 (centres undefined) | 2.5
CN(C)CCCNC(=O)c1ccc(-c2cc3nc(NCc4cccnc4)n(C)c(=O)c3s2)cc1 | 1.2
COCCNC(=O)C1(C)CCN(C(=O)c2cc(C(C)(C)C)nn2C)C1 (centres undefined) | 1.9
C(=NNC1=NCCN1)c1ccnc2ccccc12 | 2.8
CCOC(=O)[C@]12CCC=C1N(Cc1ccc3c(c1)OCO3)C(=O)[C@H](CC(=O)N1CCSCC1)C2 | 3.6
OC[C@@H]1CN(Cc2ccc(-c3ccccc3)cc2)C[C@H](n2cnc3c(NC4CCC4)ncnc32)O1 | 2.8
Cc1ccccc1-c1ccc(CN2C(C)C(=O)N(Cc3cn(Cc4ccco4)nn3)CCS2(=O)=O)cc1 (centres undefined) | -1.1
CC(C)C[C@@H](CN1CCC[C@@H]1CN1C(=S)NC[C@@H]1Cc1ccccc1)N1C[C@H](Cc2ccc(O)cc2)N(CC2CCCCCC2)C1=S | 4.4
O=C(Nc1ccc2c(c1)OCO2)c1cc(C2CCCCN2C(=O)c2ccc(Cl)cc2)on1 (centres undefined) | 0.6
O=C(CC1c2ccccc2C=C(c2ccsc2)N1c1ccc(-c2cccnc2)cc1)C1CC1 (centres undefined) | 1.2
COc1cc(OC)c(NC(=O)C(Sc2nc(C)cc(C)c2C#N)c2ccccc2)cc1Cl (centres undefined) | 2.6
CC1(C(=O)Nc2ccc3c(c2)OCCO3)CCN1C(=O)Cc1cc(F)ccc1F (centres undefined) | 1.2
CCCCCCCCN1C(=O)[C@H](CC(=O)N2CCCCC2)C[C@@]2(C(=O)OC)CCCCC=C12 | 0.1
O=C(Cn1cc(COC(=O)c2c3ccccc3cc3ccccc23)nn1)c1ccc(O)cc1 | -2.6
CCCCN(C)C(=O)c1sc(=O)n(CC(=O)c2ccccc2OC)c1C | -0.5
C[C@H](CO)N1C[C@H](C)[C@@H](CN(C)C(=O)Nc2ccc3c(c2)OCCO3)OCc2cn(nn2)CCCC1=O | 0.7
O=C(NCc1ccccc1)[C@@H]1CCCN1C(=O)[C@H]1CCCN1C(=O)c1ccccc1Cl | 2.7
CCCN1CCCCC(NC(=O)COCc2ccccc2)C1=O (centres undefined) | 1.6
COc1ccc(C2=Nc3ccccc3N(C(=O)c3cccnc3)C2C(=O)NC(C)(C)C)cc1 (centres undefined) | 1.6
CN(C)CCNc1ncnc2c1ncn2[C@H]1CN(C)C[C@@H](CO)O1 | 3.7
CC(C)CC(N)c1csc(NC(=O)Nc2ccccc2-c2ccccc2)n1 (centres undefined) | -0.4
O=C1NC[C@@H](CCCCN2CCN(Cc3ccccc3)C(=O)C2=O)N(CCC2CCCCC2)C1=O | 1.0
COc1cc(-c2coc3c(C(=O)NCc4ccccc4)cccc23)ccc1O | 0.6
CC1(C(=O)NCc2ccccn2)CCN1C(=O)Cc1ccc(Cl)cc1Cl (centres undefined) | 0.9
COc1ccc(CCN2C(=O)COc3ccccc3C2C(=O)Nc2c(C)cccc2C)cc1OC (centres undefined) | 1.4
CC(C)C[C@H]1CNC(=O)C(=O)N1C[C@H]1CCCN1C[C@H](CC(C)C)N1C[C@H](Cc2ccccc2)N(CCc2ccccc2)C(=O)C1=O | 0.5
Nc1ccc(F)c(CN2CCN(c3ncc(Cc4ccccc4)cn3)CC2)c1 | -2.7
CCN(CC)C(=O)c1ncn2c1C(=O)N[C@@H](C)C2 | 1.5

The results go on:
SMILES | phage Ecoli inh
Cc1ccc(C(=O)Nc2c(-c3ccc(Cl)cc3)[nH][nH]c2=O)cc1 | 3.0
NC(Cc1ccccc1)c1csc(NC(=O)Nc2ccccc2Oc2ccccc2)n1 (centres undefined) | -0.6
CCOC(=O)c1cc(-c2cccc(O)c2)oc1C | 2.9
Cc1ccccc1-c1cc2nc(NCCOc3ccccc3Cl)n(C)c(=O)c2s1 | 0.8
CN1OC[C@@H]2CN(C(=O)NC3CCCCC3)[C@H](c3ccc(N4CCCCC4)cc3)C[C@@H]21 | -0.3
COc1cc(-c2cc(NC=O)c3ncc(-c4ccc(C(C)=O)cc4)n3c2)ccc1O | 0.4
Cc1ccc(S(=O)(=O)N2C(c3ccc(Cl)c(Cl)c3)CC=C(C(=O)O)C2c2ccc(Cl)cc2)cc1 (centres undefined) | 0.2
Cc1cccc(CN2[C@@H](C)[C@H](c3ccccc3)Oc3cc(Br)ccc3S2(=O)=O)c1 | 0.7
O=C(Nc1nnc([C@@H]2O[C@H](CO)[C@@H](O)[C@H]2O)s1)Nc1cccc2c1CCCC2 | 3.6
CC(=O)c1cccc(-c2ccnc3c2CC(C(=O)N2CCN(C)CC2)O3)c1 (centres undefined) | 2.9
Cc1cc(N2CCN(S(C)(=O)=O)C[C@@H]2C)ccc1N1CCN(Cc2ccccc2)[C@@H](C)C1 | 2.5
COc1ncc(-c2ccc(N3C(c4ccsc4)=Cc4ccc(F)cc4C3CC(=O)c3ccco3)cc2)cn1 (centres undefined) | 2.2
COc1ccc(CC(N)c2csc(NC(=O)Nc3ccccc3C(C)(C)C)n2)cc1 (centres undefined) | -0.5
COCCCNC(=O)C[C@@H]1C[C@@]2(C(=O)OC)CCCCC=C2N(Cc2ccco2)C1=O | 1.3
C=CCN1C[C@H](COC(=O)CSc2ccccc2)Oc2cccc(F)c2S1(=O)=O | 3.1
COc1cc(C(O)c2nc(-c3cc(F)cc(F)c3)cs2)ccc1F (centres undefined) | 2.5
Cc1ccc(CN2C(=O)C(F)(F)Oc3ccc(C)cc32)cc1 | 2.8
CCCS(=O)(=O)NC(=O)C1(C)CCCN(C(=O)COc2ccccc2)C1 (centres undefined) | 1.7
OCC[C@@H]1C[C@H](O)[C@@H](O)[C@@]2(OCc3ccc(CO)cc32)O1 | 2.6
CN(C)c1cccc(NC(=O)c2cccc3c(-c4ccc(F)c(F)c4)coc23)c1 | -1.8
O=C(Cc1c[nH]c2ccccc12)Nc1ccc(Nc2ccncc2)cc1 | 1.7
COc1ccccc1OCCn1nc2ccccc2c1OC | 0.2
COCCNc1nc(NCc2ccccc2F)c2sccc2n1 | 3.2
CCOC(=O)c1c(-c2ccc(N(C)C)cc2)oc2c1C(OC)CC2 (centres undefined) | 2.1
Cc1ccc(S(=O)(=O)N2CCC(=O)N([C@H](COCc3ccc(Cl)cc3)C(C)C)CC2)cc1 | 1.6
CC(=O)NC(c1ccccc1)c1nc(-c2ccc(S(C)(=O)=O)cc2)cs1 (centres undefined) | 2.3
CCc1nc2c(OCc3ccc(Cl)cc3)cccn2c1N(C=O)Cc1ccc(OC)cc1 | 3.2
C[C@@H]1CCCCO[C@@H](CN(C)C(=O)Nc2ccc(C(F)(F)F)cc2)[C@@H](C)CN([C@H](C)CO)C(=O)c2cc(NS(=O)(=O)c3ccc(Cl)cc3)ccc2O1 | -1.7
O=C(NCc1c(Cl)cccc1Cl)c1[nH]c(C(F)(F)F)nc1-c1ccccc1 | 1.9
Cc1cc2oc(=O)cc(CN3CCCC3)c2cc1Cl | -0.4
Cc1nc(C(F)(F)F)ccc1C(=O)N1CCCC(C)(C(=O)O)C1 (centres undefined) | 0.1
COCCNC(=O)C1(C)CCCN(CCSc2ccccc2)C1 (centres undefined) | 4.8
COC(=O)C1=C(C(=O)OC)C2CCCC1C1N=NN(c3ccccc3)C21 (centres undefined) | 1.2
O=S(=O)(c1ccc(F)cc1)N1CCCc2nc(-c3ccc(Br)cc3)ccc21 | 3.6
C[C@@H]1COc2cc(N3CCCCC3)ccc2S(=O)(=O)N1 | 1.0
O=C(O)CCCC(=O)OCCCc1cc2ccccc2c(=O)o1 | 2.3
CC(=O)OCC(C)n1[nH]c2ccccc2c1=O (centres undefined) | 1.3
COc1cccc(C(C)(O)c2nc(-c3ccc(Cl)cc3)cs2)c1 (centres undefined) | 2.5
CC(C)(C)NC(=O)C(c1cc2ccccc2o1)n1c(-c2ccc(-c3ccccc3)cc2)nc2ccccc21 (centres undefined) | -0.2
CCC(c1nnnn1-c1ccc2c(c1)OCCO2)N1CCN(c2ccc(C)cc2)CC1 (centres undefined) | 2.5
COc1ccc(-c2cc(NC(=O)Cc3c[nH]c4ccccc34)ccc2Nc2cccnc2)cc1F | 1.4
CCc1nc2ccc(C(=O)Nc3cc(-c4ccccc4)ccc3OC)cn2c1N(CC)CCN(C)C | 1.6

Of the compounds above, eleven have an NH in an aromatic ring.
SMILES | phage Ecoli inh
COC(=O)c1c(N)[nH]c(C(=O)c2ccccc2)c1-c1ccc(Cl)cc1 | 3.1
Cc1ccc(C(O)c2ncc(-c3ccc(C(F)(F)F)cc3)[nH]2)cc1F (centres undefined) | 3.5
COCc1[nH]nc2c1C(c1ccc3c(c1)OCO3)N(c1ccc(OC)cc1)C2=O (centres undefined) | 1.0
COc1cc(CCN(C(=O)c2cc3ccccc3[nH]2)C(C)c2nc3ccccc3[nH]2)cc(OC)c1 (centres undefined) | 2.9
C[C@H](O)[C@@H]1C(=O)N2CCc3c([nH]c4c(-c5ccccc5)cccc34)[C@@H]2C[C@@H]1N(C)C(=O)c1ccccc1F | -0.5
COc1cccc(-c2cnc(C(O)c3cccc(CN4CCCCC4)c3)[nH]2)c1 (centres undefined) | 2.5
Cc1ccc(C(=O)Nc2c(-c3ccc(Cl)cc3)[nH][nH]c2=O)cc1 | 3.0
O=C(Cc1c[nH]c2ccccc12)Nc1ccc(Nc2ccncc2)cc1 | 1.7
O=C(NCc1c(Cl)cccc1Cl)c1[nH]c(C(F)(F)F)nc1-c1ccccc1 | 1.9
CC(=O)OCC(C)n1[nH]c2ccccc2c1=O (centres undefined) | 1.3
COc1ccc(-c2cc(NC(=O)Cc3c[nH]c4ccccc34)ccc2Nc2cccnc2)cc1F | 1.4

A portion of the library; count on the stated rates, not on these rows.
